Anthrax LF prot = blocks Bacillus anthracis lethal factor protease; P15917; multiplex microsphere protease cleavage assay, LF; inhibition, % at 10 µM; 360,000 compounds, 0.12% hits; note: plate controls were buffer without enzyme for full effect and enzyme alone for no effect
Y pestis TopoI = blocks Yersinia pestis topoisomerase I activity. Y. pestis Topo-I cleavage product accumulation, plate reader. activity, % at 10 µM. 360,000 compounds, 0.064% hits; in the data active = activity above about 50%, passing the limit was not always enough; inconclusive = no clear call, values can overlap the other calls; note: inactives centre near 2
SARS 3CLpro inh = SARS-CoV 3CLpro protease inhibition | P0C6X7 | recombinant SARS-CoV 3CLpro, quenched FRET peptide cleavage | inhibition, % at 6 µM | 290,000 compounds, 0.14% hits; in the data active = inhibition above about 12%
PrPC TRFRET = inhibitors of human cell surface prion protein PrPC | P04156 | TR-FRET read-out | inhibition, % at 13.8 µM | 370,000 compounds, 0.43% hits; in the data active = inhibition above about 24%; note: 0% = median of the test wells and 100% = reference compound wells
BH1578 lux ind = induces V. cholerae light production without autoinducers | V. cholerae BH1578 lux reporter, luminescence, 6 h | activation, % at 18.7 µM | 350,000 compounds, 0.16% hits | AID 588436; in the data active = activation mostly above about 9.7%, no sharp cut-off; inconclusive = no clear call, values can overlap the other calls; inactive = mostly below about 3.7%; note: not every result past the cut was called active; inactives centre near 0; reference of the scale not given here
SSB-PriA inh = inhibitors of Klebsiella pneumoniae PriA binding to SSB C-terminal tail; AlphaScreen SSBct-PriA binding, biotinylated peptide; inhibition, % at 33 µM; 430,000 compounds, 0.6% hits; AID 1272365; in the data active = inhibition mostly above about 37%, no sharp cut-off; inactive = mostly below about 20%;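 note: plate controls were negative control peptide for no effect and reference peptide for full effect; strong numbers were not always called active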
TcdB GH inh = TcdB glycohydrolase inhibition; P18177; TcdB glycohydrolase enzymatic assay, plate reader; inhibition, % at 9.99 µM; 350,000 compounds, 0.24% hits; AID 652162; in the data active = inhibition above about 10%
Target sequence (P18177 whole entry, looked up): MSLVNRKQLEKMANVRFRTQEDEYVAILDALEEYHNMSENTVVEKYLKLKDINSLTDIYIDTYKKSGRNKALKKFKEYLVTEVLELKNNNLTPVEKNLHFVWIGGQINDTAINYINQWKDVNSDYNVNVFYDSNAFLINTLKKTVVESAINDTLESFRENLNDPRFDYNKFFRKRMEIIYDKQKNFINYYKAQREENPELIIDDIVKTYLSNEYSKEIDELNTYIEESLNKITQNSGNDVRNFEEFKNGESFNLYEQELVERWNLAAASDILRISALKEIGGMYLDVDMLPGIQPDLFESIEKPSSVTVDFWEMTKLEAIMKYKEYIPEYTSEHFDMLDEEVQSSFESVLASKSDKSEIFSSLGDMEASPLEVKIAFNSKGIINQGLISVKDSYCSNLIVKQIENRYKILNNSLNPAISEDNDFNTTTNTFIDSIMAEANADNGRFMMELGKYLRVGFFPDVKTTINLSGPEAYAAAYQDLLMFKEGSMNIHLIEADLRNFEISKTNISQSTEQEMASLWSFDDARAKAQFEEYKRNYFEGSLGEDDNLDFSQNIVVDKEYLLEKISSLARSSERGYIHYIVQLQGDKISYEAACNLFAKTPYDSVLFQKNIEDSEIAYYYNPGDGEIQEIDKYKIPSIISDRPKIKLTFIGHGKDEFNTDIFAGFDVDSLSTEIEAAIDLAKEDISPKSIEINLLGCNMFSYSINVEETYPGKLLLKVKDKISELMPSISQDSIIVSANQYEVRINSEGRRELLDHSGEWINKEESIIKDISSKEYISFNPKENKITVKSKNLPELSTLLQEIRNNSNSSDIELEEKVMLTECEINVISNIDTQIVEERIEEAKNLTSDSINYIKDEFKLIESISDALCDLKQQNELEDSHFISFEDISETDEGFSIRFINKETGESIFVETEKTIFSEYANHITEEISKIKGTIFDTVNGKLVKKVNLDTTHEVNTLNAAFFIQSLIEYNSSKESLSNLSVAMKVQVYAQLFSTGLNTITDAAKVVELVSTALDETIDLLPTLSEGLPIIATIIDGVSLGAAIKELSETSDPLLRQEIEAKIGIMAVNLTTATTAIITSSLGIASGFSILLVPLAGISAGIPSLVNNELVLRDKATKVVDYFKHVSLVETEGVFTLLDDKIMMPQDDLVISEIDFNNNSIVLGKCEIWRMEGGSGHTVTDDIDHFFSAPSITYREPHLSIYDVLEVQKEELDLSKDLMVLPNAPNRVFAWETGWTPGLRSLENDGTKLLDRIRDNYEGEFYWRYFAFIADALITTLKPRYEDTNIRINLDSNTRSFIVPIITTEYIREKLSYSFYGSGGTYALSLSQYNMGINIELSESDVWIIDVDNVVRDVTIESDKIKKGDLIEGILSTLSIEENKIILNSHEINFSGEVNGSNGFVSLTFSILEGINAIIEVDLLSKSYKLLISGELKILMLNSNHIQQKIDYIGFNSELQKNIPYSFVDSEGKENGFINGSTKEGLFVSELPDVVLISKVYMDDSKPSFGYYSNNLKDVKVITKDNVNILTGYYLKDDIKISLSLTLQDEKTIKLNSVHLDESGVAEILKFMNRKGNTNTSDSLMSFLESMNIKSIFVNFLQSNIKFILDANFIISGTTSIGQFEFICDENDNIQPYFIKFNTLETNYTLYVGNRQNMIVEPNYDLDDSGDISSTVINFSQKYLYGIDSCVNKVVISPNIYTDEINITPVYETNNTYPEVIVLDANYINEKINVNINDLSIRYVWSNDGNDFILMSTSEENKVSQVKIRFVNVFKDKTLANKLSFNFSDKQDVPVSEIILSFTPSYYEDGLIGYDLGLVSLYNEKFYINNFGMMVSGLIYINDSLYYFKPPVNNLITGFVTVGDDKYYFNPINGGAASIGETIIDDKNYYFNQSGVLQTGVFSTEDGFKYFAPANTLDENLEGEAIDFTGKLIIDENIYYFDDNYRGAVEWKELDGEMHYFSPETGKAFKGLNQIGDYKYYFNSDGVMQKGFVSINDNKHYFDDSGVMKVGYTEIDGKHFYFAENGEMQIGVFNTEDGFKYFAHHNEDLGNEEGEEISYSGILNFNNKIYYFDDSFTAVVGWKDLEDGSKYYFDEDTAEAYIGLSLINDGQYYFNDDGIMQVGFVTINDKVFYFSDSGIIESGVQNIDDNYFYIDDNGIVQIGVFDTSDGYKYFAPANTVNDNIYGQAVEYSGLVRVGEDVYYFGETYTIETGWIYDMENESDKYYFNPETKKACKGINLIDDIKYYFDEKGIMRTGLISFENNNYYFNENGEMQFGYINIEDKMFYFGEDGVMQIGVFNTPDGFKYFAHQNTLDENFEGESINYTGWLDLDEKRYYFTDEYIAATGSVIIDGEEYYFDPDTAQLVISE
BoNT-A LC inh2 = blocks Botulinum neurotoxin A light chain protease; multiplex microsphere protease substrate cleavage, flow cytometry; inhibition, % at 10 µM; 360,000 compounds, 0.17% hits; note: plate controls were buffer without enzyme for full effect and enzyme alone for no effect
PfHsp40 yeast = rescue of PfHsp40-mediated yeast toxicity; S. cerevisiae expressing PfHsp40, growth rescue, ATP luminescence; growth rescue, % at 12.5 µM; 340,000 compounds, 0.68% hits; AID 504582; in the data active = growth rescue above about 28%, passing the limit was not always enough; inconclusive = no clear call, values can overlap the other calls;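 note: yeast W303a lacking pdr1 and pdr3 grown in galactose medium; growth measured after three days at 30 °C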
The depositor's hits bear a star; i = inactive; u = inconclusive; x = no result given. Cut-off read from the data, not from the text of the source, unless noted: active = inhibition above about 30%; inconclusive = no clear call, values can overlap the other calls; inactive = below that. An excerpt. The share of hits here may be higher or lower than overall.

SMILES | Anthrax LF prot | Y pestis TopoI | SARS 3CLpro inh | PrPC TRFRET | BH1578 lux ind | SSB-PriA inh | TcdB GH inh | BoNT-A LC inh2 | PfHsp40 yeast
CC[C@]12c3[nH]c4cc(-c5ccco5)ccc4c3CCN1C(=O)[C@@H](CC(=O)NCCc1ccccn1)C[C@@H]2C(=O)N1CCN(C(=O)C2CC2)CC1 | -11 | -11 | x | -3 | -0.5 | -4 | 0.0 | -0.1 | 0.5
CO/N=C/C(=N\Nc1ccccc1)C(=O)c1ccccc1 | -9 | -2 | 3 | 0 | -0.2 | x | 0.9 | -0.6 | 0.4
COc1ccc(NC(=O)CN2CCOCC2)cc1 | -1 | -6 | -4 | 0 | 0.1 | -1 | x | 0.2 | -1.5
Cc1ccc(S(=O)(=O)Nc2cccc3c2O[C@H](CN(C)C(=O)Nc2cccc4ccccc24)[C@H](C)CN([C@H](C)CO)C3=O)cc1 | -3 | 4 | x | 3 | i | -5 | -0.2 | -0.1 | 1.1
CN(C)CCCNC(=O)/C(=N\O)c1ccccc1 | -1 | 5 | 2 | 0 | i | x | x | -0.6 | 10
C[C@@]12C(=O)N(CCO)CC(=O)N1[C@H](/C=C/c1ccccc1)[C@@H]1C(=O)N(c3ccccc3)C(=O)[C@@H]12 | -1 | 3 | -7 | 1 | -5.0 | -8 | 0.1 | 0.1 | -1.5
Cc1cccnc1N(C(=O)Nc1ccccc1)C1=NCC(C)(C)S1 | x | 12 | 7 | 0 | -0.4 | -28 | x | x | -2.0
COc1ccccc1NC(=O)Nc1ccc(Cc2ccncc2)cc1 | -3 | 0 | 2 | 13 | -1.6 | -2 | x | -0.8 | -0.2
Cc1cc(=O)oc2cc(OCCSCCN3CCOCC3)ccc12 | -3 | 9 | -3 | 0 | i | 1 | x | 0.4 | -1.0
COc1cc(NS(=O)(=O)c2ccc(OC)c(C)c2C)c(OC)cc1Cl | -2 | 24 | 6 | 20 | 0.0 | -11 | x | 0.6 | 1.6
Cc1ccccc1C(=O)N1CCC[C@@H]1C(=O)N1CCC[C@H]1C(=O)NCc1ccncc1 | -11 | x | x | -3 | x | x | -0.5 | -0.5 | x
C=CCNc1scc(-c2ccccc2)[n+]1CC=C | -3 | 7 | -2 | 2 | -1.4 | 11 | -2.6 | -0.2 | -0.4
CCOC(=O)CC1COCCN1Cc1cn[nH]c1-c1ccc2c(c1)OCO2 (stereo not drawn) | -4 | 7 | -3 | 3 | -0.4 | -4 | 0.6 | -1.1 | 0.1
CCC(C)NC(=O)c1cc2cc3ccc(OC)cc3nc2o1 (stereo not drawn) | 8 | -11 | -3 | -22 | i | 11 | 1.7 | -1.3 | -1.1
CN(C)S(=O)(=O)N1CCC(CO)(Cc2cccc(C(F)(F)F)c2)CC1 | -4 | -9 | -3 | 6 | x | -9 | 1.2 | -0.2 | 0.0
Cc1ccc2nc(-c3ccc(F)cc3)c(Cc3ccccn3)n2c1 | -1 | x | x | -8 | x | x | 1.8 | 0.8 | x
O=C(N1CCCCCC1)N1CCN(S(=O)(=O)c2ccccc2)CC1 | -1 | 9 | 5 | 2 | -5.0 | 7 | x | -0.8 | -0.5
COc1ccccc1NC(=O)Nc1ncccc1C | 0 | 4 | 0 | 0 | -2.4 | -7 | x | 2.1 | -0.1
CCCCN(C(=O)c1c(-c2ccccc2)noc1C)c1c(N)n(CCC)c(=O)[nH]c1=O | x | -7 | x | 7 | 0.3 | -1 | -0.2 | x | -1.3
COc1ccc(OC)c(Nc2ncnc3c2cnn3-c2cccc(C)c2)c1 | -2 | -2 | 1 | 2 | -1.5 | 3 | x | -0.6 | 8.7

Arranged by count of non-hydrogen atoms (smallest number first): part of the list above
SMILES | Anthrax LF prot | Y pestis TopoI | SARS 3CLpro inh | PrPC TRFRET | BH1578 lux ind | SSB-PriA inh | TcdB GH inh | BoNT-A LC inh2 | PfHsp40 yeast
Cc1cccnc1N(C(=O)Nc1ccccc1)C1=NCC(C)(C)S1 | x | 12 | 7 | 0 | -0.4 | -28 | x | x | -2.0
COc1ccccc1NC(=O)Nc1ccc(Cc2ccncc2)cc1 | -3 | 0 | 2 | 13 | -1.6 | -2 | x | -0.8 | -0.2
CCCCN(C(=O)c1c(-c2ccccc2)noc1C)c1c(N)n(CCC)c(=O)[nH]c1=O | x | -7 | x | 7 | 0.3 | -1 | -0.2 | x | -1.3

Next section
SMILES | Anthrax LF prot | Y pestis TopoI | SARS 3CLpro inh | PrPC TRFRET | BH1578 lux ind | SSB-PriA inh | TcdB GH inh | BoNT-A LC inh2 | PfHsp40 yeast
COC(=O)CSc1nc(NC#N)nc(NC(C)C)n1 | -14 | -1 | 1 | x | x | 0 | 1.6 | -0.5 | -0.1
N#CCCn1cc(C(=O)Nc2cccc(C(=O)O)c2)c(-c2ccc(Cl)cc2)n1 | 11 | 11 | 1 | 6 | -0.3 | -2 | 1.2 | 5.5 | -0.9
COc1cc2c(cc1OC)C(C1c3cc4c(cc3CCN1C)OCO4)OC2=O (stereo not drawn) | -3 | 8 | 3 | 6 | i | 5 | 2.3 | -0.8 | 0.2
CC(C)c1ccc(NC(=O)C(c2ccccc2)N2CCC3(CC2)OCCO3)cc1 (stereo not drawn) | -9 | -3 | -1 | -3 | -0.4 | -12 | x | -0.2 | 3.7
Cc1ccc(NC(=O)CCn2cnc3ccccc3c2=O)cc1Cl | 1 | -2 | 4 | -4 | i | 3 | x | -0.7 | 24
O=C(C1CC1)N1CCC(Oc2cccc(C(=O)N3CCCCC3CCO)c2)CC1 (stereo not drawn) | 2 | 2 | -3 | -2 | -13 | 3 | 0.4 | -1.5 | -0.5
Cc1cccc2c(=O)c(C(=O)NCc3ccc(F)cc3)c[nH]c12 | 12 | 2 | -3 | 15 | -0.8 | -2 | 1.1 | 2.5 | -0.4
COc1ccc(S(=O)(=O)N2CCCC2CNC(=O)C(=O)Nc2cccc(F)c2)cc1 (stereo not drawn) | 1 | 19 | x | 7 | -3.7 | 2 | 2.4 | -2.6 | -0.2
O=c1oc2ccccc2c(Nc2ccccc2)c1[N+](=O)[O-] | -4 | -5 | 6 | 2 | x | -15 | x | 0.1 | -0.6
CC(=O)Nc1ccc(S(=O)(=O)N(C)S(=O)(=O)c2ccc(F)cc2)cc1 | -7 | 3 | 2 | 7 | -0.7 | -7 | x | 0.0 | 0.3
O=C1N=C(N2CCC(Cc3ccccc3)CC2)S/C1=C/c1cn[nH]c1-c1ccccc1 | u | 3 | -2 | -5 | -0.7 | -11 | x | u | -0.6
CN(C)CCCN(CCCN(C)C)C(=S)Nc1ccc(S(=O)(=O)N2CCOCC2)cc1 | -2 | -4 | 0 | 0 | -0.6 | 0 | -0.2 | 1.0 | 0.4
O=C(O)c1ccccc1SCC(=O)N1CCc2ccccc21 | -6 | 1 | 1 | 1 | -0.3 | -8 | 0.5 | -0.8 | -0.1
Cc1cccc(NC(=O)CN2C(=O)COc3ccc(Cl)cc32)c1 | -2 | -4 | x | -2 | i | -3 | 5.7 | -0.8 | 0.1
COc1ccc(C(CNC(=O)c2cccc(S(=O)(=O)Nc3ccccc3Cl)c2)N2CCOCC2)cc1 (stereo not drawn) | -3 | -6 | x | 10 | i | -12 | 1.4 | -1.3 | -0.6
Cc1[nH]c2ccccc2c1C(=O)COC(=O)Cn1c(C(F)(F)F)nc2ccccc21 | -1 | -2 | -1 | -1 | i | -9 | x | 0.2 | -0.2
CC1CCCCC1NC(=O)CCN1C(=O)C2C3C=CC(C3)C2C1=O (stereo not drawn) | -1 | 1 | -6 | -4 | -0.3 | 2 | 0.7 | -0.8 | 17
CSCCC(NC(=O)c1ccc([N+](=O)[O-])cc1Cl)C(=O)OCC(=O)N(C)C (stereo not drawn) | 0 | 0 | 1 | -19 | 2.0 | -5 | 0.3 | 0.0 | -1.2
CCOc1ccccc1OCCOc1cccc(C(F)(F)F)c1 | 0 | 19 | 7 | 1 | -0.5 | -173 | x | 0.3 | -0.7
NC1=NN=C(N2N=C(c3ccccc3)CC2(O)C(F)(F)F)n2ncnc2C1 (stereo not drawn) | -1 | -7 | -5 | -5 | -0.2 | -7 | -0.6 | -1.1 | -0.6
Cc1c(C(=O)N2CCN(CCc3ccccn3)CC2)oc2ccc(Cl)cc12 | 3 | 24 | 1 | -9 | i | 0 | 2.1 | 0.1 | -0.4
CC(NC(=O)Nc1ccccc1)C(c1ccccc1)N1CCOCC1 (stereo not drawn) | -1 | 0 | 2 | 4 | 1.6 | -12 | x | -0.3 | 2.3
C/C(=N\Nc1nc(-c2ccc(C)cc2C)cs1)c1cc2ccccc2oc1=O | 0 | -6 | 4 | -8 | -0.1 | x | 0.3 | 0.2 | -1.7
Cc1ccc(NC(=O)C2C(c3ccccc3)C=CC(c3ccccc3)C2C(=O)O)cc1 (stereo not drawn) | -2 | -9 | 1 | 4 | i | -2 | x | 0.1 | 172*
Cc1ccc(C23CC4CC(CC(C(N)=O)(C4)C2)C3)cc1 | -3 | -6 | 3 | 0 | i | 6 | 0.2 | 2.0 | -0.4
CN(C)c1nc(N)nc2c1ncn2C1OC(CO)CC1O (stereo not drawn) | -5 | x | x | -2 | x | x | -0.8 | 1.2 | x
CSc1cccc(NC(=S)NCCCO)c1 | x | 1 | 1 | 5 | 0.8 | -4 | -0.2 | x | -0.9
CCN(CC(=O)Nc1ccccc1C(F)(F)F)C(=O)c1cc(-c2cccs2)nn1-c1ccccc1 | -1 | 4 | 8 | -4 | 1.9 | -24 | 0.6 | -0.1 | -0.4
COc1ccc(NC(=O)CCNS(=O)(=O)c2cccc3nonc23)cc1Cl | -2 | 0 | -4 | -42 | -0.4 | -9 | 1.3 | -3.3 | -0.2
CCOC(=O)c1ccc(NC(=S)P(=O)(c2ccccc2)c2ccccc2)cc1 | -6 | 26 | x | 9 | -0.3 | x | 1.0 | -0.4 | x
CCOC(=O)N1CCN(C(=O)Cn2cnc3ccccc3c2=O)CC1 | 2 | 6 | -3 | 11 | -0.2 | 1 | 0.5 | 0.5 | -0.9
O=C1C=C(c2ccc(-c3ccccc3)c(F)c2)C[C@@H](c2ccc3c(c2)OCO3)C1 | 4 | -2 | x | 1 | i | -7 | 1.7 | -0.1 | 0.2
COc1ccc(/C=N\NC(=O)/C(=C\Nc2nccc(C)n2)NC(=O)c2ccccc2)cc1 | -1 | -10 | -3 | -1 | -2.0 | x | x | 0.5 | -0.9
Cc1cc(C(=O)CSc2nnc(N)s2)c(C)n1-c1c(C)n(C)n(-c2ccccc2)c1=O | -1 | 2 | 0 | -6 | -3.6 | -12 | x | 1.9 | -0.5
Cc1ccc(Cn2ncc3c(N4CCOCC4)ncnc32)cc1 | -2 | -1 | 0 | -2 | -0.7 | -13 | x | -0.1 | 0.4
Cc1cc(OCC(=O)NCc2ccncc2)c2c(C)c(C)c(=O)oc2c1 | -4 | 0 | 0 | -1 | -0.3 | -14 | 1.4 | 1.6 | 0.0
COc1cccc(CNC(=O)CCC2CCCN(c3cc(C)nc(N(C)C)n3)C2)c1 (stereo not drawn) | 4 | 3 | -1 | 1 | i | -7 | 1.7 | 0.1 | 0.0
CCn1cc(CNCc2cn(C)nc2-c2ccc(C3CCCCC3)cc2)cn1 | -3 | -2 | -3 | -12 | -1.1 | 1 | -0.5 | 0.2 | 0.3
CCn1cc([C@@H]2C[C@H]3CN(Cc4cccc(Cl)c4)C(=O)[C@]34CCCN24)c(C)n1 | 2 | 10 | 4 | -6 | 0.2 | -12 | -0.5 | -1.2 | 2.5
Cc1ccc(S(=O)(=O)NC(C)(C)C)cc1C(=O)OCC(=O)N1CCCC1=O | -1 | 5 | x | 8 | i | -1 | 1.5 | -1.3 | 0.3
COc1cc(S(=O)(=O)NCc2ccccc2)ccc1Br | -1 | 5 | -1 | -2 | -0.3 | -13 | x | 0.3 | -0.3
C#CCOCCOCCOCCNc1nc(N2CCN(C(=O)[C@H](CC(N)=O)n3cc(C(N)[C@@H](C)CC)nn3)CC2)nc(N2CCN(C(=O)[C@H](CCC(=O)O)n3cc([C@@H](N)CCCCN)nn3)CC2)n1 (stereo partly drawn) | -6 | -7 | x | -8 | i | 14 | 0.6 | -0.1 | 0.1
